TRPML3 ag: agonists of human TRPML3 channel | Q8TDD5 | HEK293 TRPML3-YFP, Fluo-8 calcium fluorescence; 100% = the carbachol control signal | activation, % at 3 µM | 220,000 tested, 0.29% active | AID 1448;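 active means activation above its plate's cutoff, the mean activation of the plate's test wells plus 3 SD, cut at about 12% in these data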;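 further: 0% = DMSO only wells and 100% = carbachol wells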
Target sequence (Q8TDD5 whole entry, looked up): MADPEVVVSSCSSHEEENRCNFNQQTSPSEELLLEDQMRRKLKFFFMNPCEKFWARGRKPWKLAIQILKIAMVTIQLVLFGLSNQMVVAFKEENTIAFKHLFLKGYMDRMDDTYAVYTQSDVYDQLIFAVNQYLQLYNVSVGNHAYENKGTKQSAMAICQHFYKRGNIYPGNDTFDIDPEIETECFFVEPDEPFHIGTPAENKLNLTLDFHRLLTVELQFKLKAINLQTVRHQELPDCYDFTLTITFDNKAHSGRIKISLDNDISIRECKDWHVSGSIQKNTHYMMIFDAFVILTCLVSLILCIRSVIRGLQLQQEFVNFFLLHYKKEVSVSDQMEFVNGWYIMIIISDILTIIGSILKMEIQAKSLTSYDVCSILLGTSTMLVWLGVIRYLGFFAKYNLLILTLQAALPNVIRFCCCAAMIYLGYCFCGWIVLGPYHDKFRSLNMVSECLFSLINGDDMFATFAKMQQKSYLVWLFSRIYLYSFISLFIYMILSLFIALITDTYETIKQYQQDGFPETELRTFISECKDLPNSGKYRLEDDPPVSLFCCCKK
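system = HEK293 cells stably carrying human TRPML3-YFP | doses = one concentration, 3 µM nominal, 0.3% DMSO | timing = dye loading 1 h 37 °C then 30 min ambient, 125 s read | detection = Fluo-8 calcium dye fluorescence, ex 470-495, em 515-575 nm | benchmarks = high control carbachol 87 µM, low control DMSO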
p47phox inh: inhibitors of human p47phox binding; P14598; p47phox/p22phox peptide binding, fluorescence polarization, 2 h; inhibition, % at 24.7 µM; 220,000 tested, 0.53% active; AID 1274;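 active means inhibition above about 30%, limit read from the data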;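 further: 0% = p47phox with labelled peptide and 100% = labelled peptide alone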
TNF necrop inh: TNF-alpha cell death inhibition in Jurkat FADD-/- cells; Jurkat FADD-/- TNF necroptosis rescue, ATP luminescence, 24 h; 0 = TNF only, 100 = no-TNF cells; activation (protection from cell death), % at 10 µM; 220,000 tested, 0.068% active;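 active means activation, meaning protection from cell death, of at least 50% relative to plate controls; inactive means activation below 50%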;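 further: necroptosis triggered by 40 ng/mL TNF-alpha added together with compound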
PPC-1+TRAIL kill: PPC-1 cancer cell killing with TRAIL present | PPC-1 cells + TRAIL, ATPLite viability luminescence | cell killing (% activity), % at 4 µM | 220,000 tested, 0.41% active | AID 1443;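 active means cell killing above 50% in the first pass at 4 µM, then a duplicate retest at 5 µM averaging 50% or more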;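 further: plate controls were cells with TRAIL plus DMSO for no effect and medium-only wells lacking cells for full effect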
EBV gp42 block: inhibitors of Epstein-Barr virus glycoprotein 42 | Q1HVG2 | 220,000 tested, 0.42% active | inhibition, % (tested at 21.74 µM) | Fluorescence polarization binding assay, mP read-out | AID 1085; in the data active means inhibition above about 50%
Mdm2 ligase inh: Mdm2 E3 ligase (human) inhibition. Q00987. cell-based MDM2 ubiquitination luciferase reporter, 2 h; 0 = plate control, 100 = twice control, blank-subtracted. signal enhancement, % at 5 µM. 210,000 tested, 0.11% active. AID 1230;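 active means signal enhancement of 30% or more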;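 further: luminescence tracks abundance of the self-degrading MDM2-luciferase fusion protein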
Target sequence (Q00987 whole entry, looked up, the tested form may be a part): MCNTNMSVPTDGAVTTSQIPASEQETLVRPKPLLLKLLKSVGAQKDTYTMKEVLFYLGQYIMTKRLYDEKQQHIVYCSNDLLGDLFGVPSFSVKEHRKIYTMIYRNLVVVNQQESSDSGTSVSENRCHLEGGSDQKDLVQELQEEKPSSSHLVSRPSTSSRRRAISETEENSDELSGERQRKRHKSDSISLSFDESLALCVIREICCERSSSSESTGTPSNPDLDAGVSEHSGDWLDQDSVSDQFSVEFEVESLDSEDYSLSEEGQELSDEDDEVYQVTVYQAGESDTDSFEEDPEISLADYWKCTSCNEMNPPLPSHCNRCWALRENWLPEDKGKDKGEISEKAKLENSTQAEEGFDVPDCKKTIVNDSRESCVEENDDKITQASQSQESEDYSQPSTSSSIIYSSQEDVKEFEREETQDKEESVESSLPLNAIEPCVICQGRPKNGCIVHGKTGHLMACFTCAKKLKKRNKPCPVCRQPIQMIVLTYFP
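Material: Stable MDM2–luciferase fusion reporter cells | Amount: 2000 cells seeded into each well | Dosing: One concentration, 5 µM, with 0.2% DMSO | Incubation: 4 h cell settling then 2 h compound exposure, 37 °C | Measured by: Luciferase luminescence | Read-out basis: % enhancement relative to plate controls after blank subtraction | Benchmarks: Control and blank well means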
Runt-SMMHC FRET: inhibitors of human RUNX1 Runt domain binding to CBFb-SMMHC; Q01196+Q13951; Cerulean-Runt/Venus-CBFb-SMMHC FRET ratio 530/480, 1 h; inhibition, % at 20 µM; 220,000 tested, 0.74% active; AID 1434;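 active means mean inhibition across duplicate retests at 20 µM reaching about 50%, limit read from the data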;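 further: 0% = DMSO wells and 100% = wells with excess untagged CBFb-SMMHC; inhibitors lower the FRET ratio by blocking Runt binding to CBFb-SMMHC; some results filed as inactive read as strong as hits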
TRPN1 ag: agonists of zebrafish TRPN1 channel. activation, % at 3 µM. 220,000 tested, 0.18% active. HEK293 zebrafish TRPN1-YFP, Fluo-8 calcium fluorescence; 100% = response to 87 µM carbachol;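 active means activation above its plate's cutoff, the mean activation of test wells on that plate plus 3 SD, cut at about 19% in these data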;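 further: 0% = DMSO alone and 100% = 87 µM carbachol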
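Assay system: Zebrafish TRPN1-YFP in HEK293 cells | Incubation: Dye loading 1 h at 37 °C, then 30 min room temperature | Measured by: Kinetic Fluo-8 fluorescence, ex 470-495, em 515-575 nm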
CHOP inh: blocks CHOP induction under ER stress; CHO-K1 CHOP-promoter luciferase, tunicamycin-induced, 15-18 h; inhibition, % at 10 µM; 220,000 tested, 3.8% active;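 active means compounds that reduced the stress-induced luciferase reporter signal by more than about 70% of percent inhibition, limit read from the data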;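 further: 0% = tunicamycin plus vehicle and 100% = wells without tunicamycin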
* hit, by the source's call; x = no result given; & = joins results of further samples.

Molecule	TRPML3 ag	p47phox inh	TNF necrop inh	PPC-1+TRAIL kill	EBV gp42 block	Mdm2 ligase inh	Runt-SMMHC FRET	TRPN1 ag	CHOP inh
CC1(C)CC(N(Cc2cccs2)C(=O)c2ccco2)CCO1 (centres undefined)	0.1	-3	-1.7	5	-7	-11	-3	0.3	6
Cc1ccc(OCC(O)CN2CCN(CC(O)COc3ccc(C)cc3)CC2)cc1 (centres undefined)	1.4	-10	-1.7	14	-4	5	-2	0.9	26
CCOc1cc(NC(=S)NCCCN2CCOCC2)c(OCC)cc1NC(=O)C1CC1	0.5	-6	-1.7	-14	-7	-10	1	0.9	-9
Cc1ccc(S(=O)(=O)N2CCOC2CNC(=O)C(=O)NCCc2ccc(S(N)(=O)=O)cc2)cc1 (centres undefined)	0.9	-3	0.2	8	-1	-5	3	0.9	-1
Cc1ccc(-c2cc(C(=O)N/N=C/c3c[nH]c4ccccc34)[nH]n2)cc1	0.1	-55	-17	23	-9	0	-2	0.4	0
CS(=O)(=O)N(CC(=O)N/N=C/c1ccc(OCC(=O)N2CCOCC2)cc1)c1ccccc1Cl	1.9	5	4.6	5	-4	-4	0	1.7	26
COc1ccc(OC)c2[nH]c(=O)c(CCNC(=O)c3cccs3)cc12	0.1	-13	0.2	-6	-11	-6	-4	0.2	2
CCc1cc2c(=O)n(CC)c(SC(C)C(=O)Nc3c(C)n(C)n(-c4ccccc4)c3=O)nc2s1 (centres undefined)	-1.2	-2	-1.7	-9	-22	12	-1	-0.1	33
N#C/C(=C\c1cccc([N+](=O)[O-])c1)c1ccccn1	-0.4	-37	-2.6	-4	-1	-9	-4	0.1	-28
COc1ccccc1C(=O)C1CCCN(C(=O)CSc2ccccn2)C1 (centres undefined)	0.8	7	-0.4	0	6	-9	-1	0.1	17
COCCN(C(=O)CC1C(=O)NCCN1CC(c1ccccc1)c1ccccc1)C(C)C (centres undefined)	-0.2	-4	-0.6	11	-10	-4	-8	-1.1	-1
CC1CCC2(CC1)NC(=O)N(CC(=O)Nc1ccc3c(c1)CCC3)C2=O (centres undefined)	0.4	-10	2.8	18	3	x	3	1.9	8
Cc1cc(C)c(C#N)c(SCc2cc3c(cc2Cl)OCO3)n1	0.2	-16	-0.9	-7	-5	-2	2	-0.8	25
CN(c1ccc(C(=O)N2CCCCC2)cc1)S(=O)(=O)c1ccccc1	2.1	6	-1.9	13	3	-9	-2	2.4	19
COC(=O)c1ccc(NCC(=O)c2ccccc2)cc1	1.2	-6	-2.1	3	1	-44	-69	-0.6	-23
Cc1ccc(N2C(=O)C3C4CC(=O)C(c5ccccc54)C3C2=O)cc1C (centres undefined)	-0.3	-11	1.2	-4	6	-10	-2	0.2	29
CCOC(=O)C1=C(C)N=C2SC(C(=O)OC)=CC(=O)N2C1c1ccc(OC)cc1 (centres undefined)	0.6	4	-5.2	x	10	-1	-7	1.5	-19
O=C(NC(=S)N1CCN(Cc2ccccc2)CC1)c1ccccc1	0.7	-14	2.3	32	3	-10	3	-0.1	28
O=C(N/N=C/c1c[nH]c2ccccc12)c1cc2ccccc2o1	0.7	-24	-16	-4	-2	x	-2	0.9	-9
NC(CC(=O)O)c1ccc(Br)cc1 (centres undefined)	0.4	-11	1.5	9	-3	-15	0	-0.8	-7
O=C(NN1C(=O)C2C3C=CC(C3)[C@H]2C1=O)c1cccnc1 (some centres undefined)	0.7	-4	0.5	0	-5	-22	-1	-0.3	-3
CCCC(=O)N1c2ccccc2NC2=C(C(=O)CCC2)C1c1ccc(F)cc1 (centres undefined)	0.0	-4	-1.9	4	12	-3	-4	-0.8	-2
CCc1cccc(N(C)C(N)=Nc2cccc3ccccc23)c1	x	-1	4.6	1	1	-10	2	x	23&-7
CCOC(=O)c1c(-c2ccccc2)csc1NC(=O)CSc1nncs1	-0.6	-37	-1.2	15	-12	5	1	-1.8	11
CCCCC(=O)N/N=C(\C)c1cccc(NC(=O)C2CC2)c1	0.8	-7	5.9	7	-8	5	-4	1.7	19
Cc1ccc(C)c(OCCCCn2ccnc2)c1	-0.1	-10	0.2	11	-4	-15	1	-1.0	53
O=C1CCc2cc(S(=O)(=O)N3CCC(C(=O)NC4CCCC4)CC3)ccc2N1	-1.1	-3	-0.1	8	-7	-22	-4	1.3	21
Cc1nnc(NC(=O)c2ccc(C)c(S(=O)(=O)N3CCOCC3)c2)s1	0.3	-2	0.4	12	-1	-16	-2	0.4	25
O=C(CSCCc1ccccn1)Nc1cccnc1Cl	0.8	-6	-0.3	20	0	-18	0	-0.1	13
N#CCc1cnc2ccccc2n1	1.1	11	3.4	-1	-6	-4	-5	3.7	6
COC(=O)c1cccc(S(=O)(=O)N2CCC(c3nc4ccccc4o3)CC2)c1	0.8	-16	-0.9	12	-12	-3	0	0.7	-11
Nc1nc(-c2ccc(F)cc2)cc(C(F)(F)F)n1	-0.4	-6	-5.1	7	-8	-8	2	-1.4	37
CCS(=O)(=O)N1Cc2ccccc2CC1C(=O)Nc1cccc(C)c1 (centres undefined)	0.9	-4	1.3	9	-16	-9	-4	0.2	-8
Cn1cccc1C(=O)NC(=O)COC(=O)Cc1coc2ccc3ccccc3c12	0.1	-37	-2.0	2	-6	-14	6	0.3	12
O=C1CN(C(=O)COC(=O)c2ccccc2NC(=O)c2ccco2)c2ccccc2N1	0.2	-10	-1.9	0	4	-14	-3	1.1	20
CN(C)CCCN(C(=O)c1ccco1)c1nc2ccc(Br)cc2s1	1.9	0	1.8	2	-4	-17	3	1.7	1
Cc1cc(=O)oc2cc(NS(=O)(=O)c3ccccc3)ccc12	0.0	-10	2.0	0	-12	-24	91*	0.7	7
COC(=O)c1ccccc1N1C(=O)C2C(C1=O)[C@H]1C=C[C@@H]2C1 (some centres undefined)	-0.4	-6	0.9	-3	-1	-11	-1	-0.8	16
Cc1nc2oc3ccc(F)cc3c(=O)c2cc1C(=O)NC(C)(C)C	0.8	-14	0.5	12	0	-9	1	0.2	3
CCNc1nc(NCC)nc(N(C)N)n1	0.6	-40	-0.5	15	2	-17	0	0.8	3
CCC(=O)N(Cc1ccco1)c1nc(-c2cc(OC)ccc2OC)cs1	-0.2	-9	-0.8	0	-13	-43	-6	0.1	75*
O=C(CSc1nc2ccc([N+](=O)[O-])cc2[nH]1)NC1CCCCCC1	1.4	-31	2.8	-7	-5	-5	1	0.4	32
CCSc1nnc2c(n1)OC(C)(C)Nc1ccccc1-2	-0.2	-5	-0.8	6	-2	19	3	0.0	17
CCOC(=O)c1c(C)[nH]c(C(=O)N2CCCC(C(=O)c3cccc(OC)c3)C2)c1C (centres undefined)	-0.1	3	0.2	1	2	-6	-1	-0.4	16
CN(C)c1ccc(NC(=O)/C=C/c2ccccc2Cl)cc1	-1.2	-7	2.1	25	-13	x	-6	1.1	-14
Cc1ccccc1NC(=S)N1CCCN(Cc2ccc(F)cc2)C1	0.2	-7	3.0	8	-6	-13	1	-0.8	8
Cc1ccccc1OCC(=O)N/N=C/c1ccc([N+](=O)[O-])o1	1.0	-3	-5.6	17	-10	-12	10	1.1	-38
CC(=O)N1CC(=O)N=C1SCC(=O)Nc1nc(C)c(-c2ccccc2)s1	0.2	2	2.4	5	-2	-8	-4	-0.1	33

Part of the list above in another layout.
Order of values: TRPML3 ag | p47phox inh | TNF necrop inh | PPC-1+TRAIL kill | EBV gp42 block | Mdm2 ligase inh | Runt-SMMHC FRET | TRPN1 ag | CHOP inh
O=C1CN(C(=O)COC(=O)c2ccccc2NC(=O)c2ccco2)c2ccccc2N1
  0.2 | -10 | -1.9 | 0 | 4 | -14 | -3 | 1.1 | 20
CN(C)CCCN(C(=O)c1ccco1)c1nc2ccc(Br)cc2s1
  1.9 | 0 | 1.8 | 2 | -4 | -17 | 3 | 1.7 | 1
Cc1cc(=O)oc2cc(NS(=O)(=O)c3ccccc3)ccc12
  0.0 | -10 | 2.0 | 0 | -12 | -24 | 91* | 0.7 | 7
COC(=O)c1ccccc1N1C(=O)C2C(C1=O)[C@H]1C=C[C@@H]2C1 (some centres undefined)
  -0.4 | -6 | 0.9 | -3 | -1 | -11 | -1 | -0.8 | 16
Cc1nc2oc3ccc(F)cc3c(=O)c2cc1C(=O)NC(C)(C)C
  0.8 | -14 | 0.5 | 12 | 0 | -9 | 1 | 0.2 | 3
CCNc1nc(NCC)nc(N(C)N)n1
  0.6 | -40 | -0.5 | 15 | 2 | -17 | 0 | 0.8 | 3
CCC(=O)N(Cc1ccco1)c1nc(-c2cc(OC)ccc2OC)cs1
  -0.2 | -9 | -0.8 | 0 | -13 | -43 | -6 | 0.1 | 75*
O=C(CSc1nc2ccc([N+](=O)[O-])cc2[nH]1)NC1CCCCCC1
  1.4 | -31 | 2.8 | -7 | -5 | -5 | 1 | 0.4 | 32
CCSc1nnc2c(n1)OC(C)(C)Nc1ccccc1-2
  -0.2 | -5 | -0.8 | 6 | -2 | 19 | 3 | 0.0 | 17
CCOC(=O)c1c(C)[nH]c(C(=O)N2CCCC(C(=O)c3cccc(OC)c3)C2)c1C (centres undefined)
  -0.1 | 3 | 0.2 | 1 | 2 | -6 | -1 | -0.4 | 16
CN(C)c1ccc(NC(=O)/C=C/c2ccccc2Cl)cc1
  -1.2 | -7 | 2.1 | 25 | -13 | x | -6 | 1.1 | -14
Cc1ccccc1NC(=S)N1CCCN(Cc2ccc(F)cc2)C1
  0.2 | -7 | 3.0 | 8 | -6 | -13 | 1 | -0.8 | 8
Cc1ccccc1OCC(=O)N/N=C/c1ccc([N+](=O)[O-])o1
  1.0 | -3 | -5.6 | 17 | -10 | -12 | 10 | 1.1 | -38
CC(=O)N1CC(=O)N=C1SCC(=O)Nc1nc(C)c(-c2ccccc2)s1
  0.2 | 2 | 2.4 | 5 | -2 | -8 | -4 | -0.1 | 33

The list goes on.
Molecule	TRPML3 ag	p47phox inh	TNF necrop inh	PPC-1+TRAIL kill	EBV gp42 block	Mdm2 ligase inh	Runt-SMMHC FRET	TRPN1 ag	CHOP inh
Cc1nc(NC(=O)CSc2ccc(-c3nc4ccccc4[nH]3)cn2)sc1C	0.3	-27	2.2	-4	-23	x	-15	2.1	42
CCOC(=O)Cc1csc(SCc2cc(=O)oc3cc(O)ccc23)n1	-0.3	-3	-0.6	-8	16	2	121*	-1.7	33
Cc1ccc(Nc2nc(N)nc(CN3CCN(Cc4ccc5c(c4)OCO5)CC3)n2)cc1	0.1	-3	-3.4	18	-14	6	0	-2.2	53
CCOC(=O)CCCNC(=O)c1cncc(Br)c1	-0.3	-3	0.7	-14	4	-8	1	1.0	4

From PubChem

An unsorted share of the library. Share with any hit: about 5.9%.
